High-throughput results as filed in PubChem BioAssay.
KCNQ2 inh – KCNQ2 potassium channel inhibitors, primary screen, cell-based, CHO-K1, FluxOR thallium flux, B-score (AID 2156); 20 min; active compounds read low; 1.1% of 310,000 active; B-score at 10 µM;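 active means fluorescence ratio B-score at most minus 3 library SDs, with starting brightness B-score within 2 library SDs, cut at about -5.5 in these data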
Target sequence (O88943 whole entry, looked up): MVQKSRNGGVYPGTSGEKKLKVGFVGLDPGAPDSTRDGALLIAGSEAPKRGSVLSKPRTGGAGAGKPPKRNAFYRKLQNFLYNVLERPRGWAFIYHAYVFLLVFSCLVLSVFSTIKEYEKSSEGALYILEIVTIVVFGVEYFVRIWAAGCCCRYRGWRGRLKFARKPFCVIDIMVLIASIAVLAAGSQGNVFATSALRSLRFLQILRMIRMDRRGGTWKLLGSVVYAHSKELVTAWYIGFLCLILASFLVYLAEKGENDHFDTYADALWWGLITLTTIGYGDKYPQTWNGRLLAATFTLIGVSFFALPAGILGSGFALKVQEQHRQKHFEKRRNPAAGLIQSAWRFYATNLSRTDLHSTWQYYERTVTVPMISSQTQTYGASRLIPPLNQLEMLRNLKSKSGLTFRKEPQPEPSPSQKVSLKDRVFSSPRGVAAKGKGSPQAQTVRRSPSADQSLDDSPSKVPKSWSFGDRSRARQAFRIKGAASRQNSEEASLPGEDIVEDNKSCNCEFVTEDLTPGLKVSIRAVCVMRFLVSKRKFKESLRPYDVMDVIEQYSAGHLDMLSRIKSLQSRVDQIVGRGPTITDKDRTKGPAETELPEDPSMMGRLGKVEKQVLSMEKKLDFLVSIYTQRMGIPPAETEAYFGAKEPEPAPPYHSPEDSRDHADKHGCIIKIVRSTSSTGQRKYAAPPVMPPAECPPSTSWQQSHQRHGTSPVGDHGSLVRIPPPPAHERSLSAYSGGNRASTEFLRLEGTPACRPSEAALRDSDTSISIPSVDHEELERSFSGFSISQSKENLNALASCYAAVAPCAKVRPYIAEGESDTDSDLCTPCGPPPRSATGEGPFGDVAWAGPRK
STK33 inh – inhibitors of purified STK33 kinase, primary screen, biochemical, ADP-Glo luminescence, homogeneous, cell-free | Serine/threonine-protein kinase 33 (Homo sapiens), Q9BYT3 | MBP phosphorylation | inhibition, % at 10 µM | 0.073% of 320,000 active | AID 2661, 2010;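 active means inhibition at or above 25%, using the most active replicate where run in duplicate; inactive means inhibition below 25%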
Kir21 inh – inhibitors of mouse Kir2.1 inward-rectifier potassium channel; Inward rectifier potassium channel 2 (Mus musculus), P35561; 0.85% of 310,000 active; HEK293-Kir2.1, FluxOR thallium flux fluorescence; active compounds read low; B-score at 10 µM;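 active means fluorescence ratio B-score at or below minus 3 SD of library scores, with starting-brightness B-score within 2 SD, cut at about -4.2 in these data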;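 further: channel flux triggered by added potassium and thallium sulfate stimulus; B-score of peak minus minimum fluorescence over baseline after thallium stimulus; more negative B-score means stronger Kir2.1 block with less thallium influx; some compounds called inactive have numbers as strong as hits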
Starred values were filed as active, the others as inactive; i = inactive; · = no result given.

Below each SMILES: KCNQ2 inh, STK33 inh, Kir21 inh
C=CCn1c(SC(C)CC)nc(O)cc1=O (stereo not given)
→ i, -2.1, -0.02
COc1ccc(C)cc1-n1nnnc1SCc1csc(C)n1
→ i, 0.8, -3.3
CN(Cc1cnn(C)c1)C(=O)c1sc2cccc(Cl)c2c1Cl
→ i, -1.7, -0.18
Cc1nnc(NC(=O)CC23CC4CC(CC(C4)C2)C3)s1
→ i, -1.3, -0.23
CCOc1ccc2ccc(OCC)c(/C=N/n3cnnc3)c2c1
→ i, -0.3, 1.5
CC(C)Oc1cccc(-c2cc(C(=O)N3CCN(S(C)(=O)=O)CC3)c3ccccc3n2)c1
→ i, -0.6, 1.4
Cc1ccnc(NC(=O)c2cccc(NC(=O)c3ccccc3C)c2)c1
→ i, 1.2, -2.7
CCCCNC(=O)C12CCC(C)(C(=O)C1Br)C2(C)C (stereo not given)
→ i, -3.8, -0.19
Cc1cc(NC(=O)CSCC(=O)OCc2nnc(-c3ccccc3)o2)no1
→ i, -0.8, -1.1
CC(=O)c1ccc(NC(=O)C2CCN(S(=O)(=O)c3cccc4cccnc34)CC2)cc1
→ i, 0.3, 0.65
COc1cc(NC(=O)C2CCCCC2)c(OC)cc1NC(=O)c1ccccc1
→ i, 0.4, 1.1
C/C(CC(=O)Nc1ccc2c(c1)OCCO2)=N\NC(=O)COc1ccccc1C
→ i, -0.4, 0.7
COc1ccccc1C(=O)C1CCCN(Cc2cn[nH]c2C2CCCCC2)C1 (stereo not given)
→ i, 0.2, -2.1
Cc1ccc(Cl)cc1N1CCN(C(=O)c2ccc(CS(=O)Cc3ccc(Cl)cc3)o2)CC1 (stereo not given)
→ i, -2.0, -0.78
CC(=O)c1ccc(C(=O)N(C)C2CCCN(Cc3ccccc3F)C2)s1 (stereo not given)
→ i, -2.5, -0.28
CN(CCC#N)C(=S)Nc1ccc(S(=O)(=O)N2CCOCC2)cc1
→ i, -1.7, 0.51
CCN(CC)CCCN1C(=O)CSC1c1ccc2c(c1)OCO2 (stereo not given)
→ i, -1.7, 0.68
Cc1cc(=O)oc2c3c(cc(OCC(=O)NCc4ccccc4)c12)OC(C)(C)CC3
→ i, -1.3, -0.44
COc1ccccc1N1CCN(C(=O)c2ccc(Cn3c(=O)[nH]c4ccsc4c3=O)cc2)CC1
→ i, -1.2, 1.7
CSc1ncccc1C(=O)NCCc1ccc(Cl)cc1
→ i, -0.1, 0.69
CCn1nc(C(=O)OC(C(=O)c2c[nH]c3ccccc23)c2ccccc2)c2ccccc2c1=O (stereo not given)
→ -8*, -0.6, -0.02
COc1cc(O)c(CCC(=O)c2ccc(OC)c(OC)c2)c(OC)c1
→ i, 0.1, -1.1
CN(C)C(=O)CSc1nnc([C@H](Cc2ccccc2)NC(=O)OC(C)(C)C)o1
→ i, -1.5, -6.9
CCC(C)NC(=O)CSc1nc2n[nH]c(C)c2c(=N)n1-c1ccc(OC)cc1 (stereo not given)
→ i, 0.8, 1.5
CC(C(=O)N1CCN(c2ccc(Cl)cc2)CC1)c1ncc(C(F)(F)F)cc1Cl (stereo not given)
→ i, 1.5, 0.21
CC(=O)c1c(C)n(CC(=O)NCc2ccco2)c2ccccc12
→ i, 0.6, -3.3
CN1CC(=O)N(CC(=O)NCc2ccc3c(c2)OCO3)C1=O
→ i, 0.1, 0.56
O=C(CSc1cccc2cccnc12)N/N=C/c1ccc(O)cc1
→ i, -2.1, -0.03
COc1ccc(CNC(=O)C2CCCN(S(=O)(=O)c3ccccc3)C2)cc1 (stereo not given)
→ i, 0.5, -0.05
O=C(CCC(=O)N(CC(=O)NC1CCCC1)Cc1ccc(F)cc1)Nc1nccs1
→ i, -3.8, -0.05

Sorted by formula weight (smallest number first): four of the compounds above.
Below each SMILES: KCNQ2 inh, STK33 inh, Kir21 inh
CSc1ncccc1C(=O)NCCc1ccc(Cl)cc1
→ i, -0.1, 0.69
O=C(CSc1cccc2cccnc12)N/N=C/c1ccc(O)cc1
→ i, -2.1, -0.03
CN(CCC#N)C(=S)Nc1ccc(S(=O)(=O)N2CCOCC2)cc1
→ i, -1.7, 0.51
COc1ccccc1N1CCN(C(=O)c2ccc(Cn3c(=O)[nH]c4ccsc4c3=O)cc2)CC1
→ i, -1.2, 1.7

(next part)
Below each SMILES: KCNQ2 inh, STK33 inh, Kir21 inh
COc1cc(C2C(C#N)=C(N)N(N(C)C)C3=C2C(=O)CCC3)cc(OC)c1OC (stereo not given)
→ i, -0.5, 2.7
CCN1CC=C2C(C#N)=C(N)C(C#N)(C#N)C(c3cc(Cl)ccc3Cl)C2C1 (stereo not given)
→ i, -1.0, -3.6
CCc1cc(-c2n[nH]c(CCC(=O)O)c2-c2nc3ccccc3n2C)c(O)cc1O
→ i, 0.9, 1.4
COc1ccccc1CNC(=O)CCNC(=O)N1CC(=O)Nc2ccccc21
→ i, -0.4, -0.93
CSc1ccccc1C(=O)C1CCCN(C(=O)c2csnn2)C1 (stereo not given)
→ i, -0.5, 0.01
Cc1ccc(NC(=O)C/C(N)=N/O)cc1C
→ i, -0.7, -0.87
O=C(c1cc(COc2ccc(F)cc2F)on1)N1CCSCC1
→ i, -0.1, 0.42
COc1ccccc1NS(=O)(=O)c1ccc2oc(SC)nc2c1
→ i, -1.5, 0.85
O=C(/C=C/c1ccccc1[N+](=O)[O-])OC1CCCCC1=O (stereo not given)
→ i, 1.0, 0.19
COc1cccc(NC(=O)Nc2ccc3c(c2)CCC3)c1
→ i, 0.1, -1.1
Cc1cc(C)n(CCN(C)Cc2cn[nH]c2-c2ccc(F)cc2F)n1
→ i, -1.0, -0.39
CCCCC(=O)Nc1ccc(F)c(Cl)c1
→ i, 0.1, 0.44
Cn1c(=O)c(Oc2ccc(F)cc2)c(O)c2ccccc21
→ i, -0.8, -0.91
CSc1ccccc1NC(=O)Cn1c(-c2cscn2)nc2ccccc21
→ i, 0.2, -1.7
COC(=O)[C@H]1[C@@H](C)N(CCc2cc(OC)c(OC)c(OC)c2)C(=O)N[C@H]1c1ccccc1
→ i, 1.1, 0.02
COc1ccc(NC(=O)C/C(C)=N/NC(=O)C(=O)Nc2cccc(Cl)c2C)c(OC)c1
→ i, -2.0, 0.22
CCCOc1ccc(NC(=O)c2c(-c3ccccc3)noc2C)cc1
→ i, -0.1, 0.12
O=C(COC(=O)c1ccc2[nH]c3c(c2c1)CCCC3)Nc1ccccc1
→ i, 0.8, 1.6
CCCn1c(=O)c(C(=O)NCCc2ccc(Cl)cc2)c(O)c2ccccc21
→ -5.6*, -0.8, -0.39
CC1=C(c2ccc(C)cc2)[N+](=O)C(C)(C)N1[O-]
→ i, -0.5, 1.2
CCN(CC(=O)NC1CC1)S(=O)(=O)c1ccc(C)cc1
→ i, -0.9, -2.6
O=C1CC(c2ccc(F)cc2)C2=C(CCCC2=O)N1 (stereo not given)
→ i, -1.3, -0.3
CC(C)(C)OC(=O)N1CCC2(CC1)Oc1ccc(F)cc1C(=O)C21CC(c2cccnc2)=NO1 (stereo not given)
→ i, 0.4, -0.13
Cc1cc(/C=C2/NC(=S)NC2=O)c(C)n1-c1cccnc1
→ i, -1.3, 1.2
Cc1ccc(C(=O)NCCNC(=O)c2cccnc2)cc1
→ i, 0.3, 0.23
NC(=O)C(F)(F)C12OC3C4C5CC(C6C5C3C61)C42 (stereo not given)
→ i, -2.0, 1.3
COc1ccc(-c2cc(C(F)(F)F)nc(N)n2)cc1
→ i, 0.6, -1.2
Cc1nnc(NC(=O)C(c2ccccc2)c2ccccc2)s1
→ i, -0.1, 0.37
COc1ccc(/C=C2\Oc3cc(OCC(=O)N4CCC(C(=O)O)CC4)ccc3C2=O)c(OC)c1OC
→ i, 2.8, -0.65
CCOC(=O)c1nn(-c2ccc(C)c(C)c2)c(=O)c(C#N)c1C
→ i, -0.6, -0.62

Three entries out of the list above, sorted by the value under STK33 inh, descending:
SMILES,KCNQ2 inh,STK33 inh,Kir21 inh
CCCOc1ccc(NC(=O)c2c(-c3ccccc3)noc2C)cc1,i,-0.1,0.12
CCCn1c(=O)c(C(=O)NCCc2ccc(Cl)cc2)c(O)c2ccccc21,-5.6*,-0.8,-0.39
O=C1CC(c2ccc(F)cc2)C2=C(CCCC2=O)N1 (stereo not given),i,-1.3,-0.3

(continued)
| SMILES | KCNQ2 inh | STK33 inh | Kir21 inh |
| --- | --- | --- | --- |
| Cn1c(C2=C(O)CN(Cc3ccccc3)C2=N)[n+](C)c2ccccc21 | i | 0.7 | -1.5 |
| CCC(=NCc1ccccc1)C1=C(O)C(C(=O)OC)C(C)(C)CC1=O (stereo not given) | i | 7.0 | 0.37 |
| N/C(=N\OC(=O)c1cccc(Cn2cc(C(F)(F)F)ccc2=O)c1)c1ccccc1 | i | -0.9 | 0.14 |
| O=C(Nc1cccc(S(=O)(=O)N2CCCCCC2)c1)C1=COCCO1 | i | 0.1 | -1.1 |
| Cc1cccc(NC(=S)NC(=O)c2ccc(-c3ccccc3)cc2)n1 | i | -0.2 | -0.18 |
| Cc1c(Cl)cccc1NC(=O)CNC(=O)c1ccccc1F | i | 0.3 | 0.15 |
| COc1ccc(NC(=O)CSc2nccn2C)cc1S(N)(=O)=O | i | -1.1 | -0.19 |
| O=C(NC12CC3CC(CC(C3)C1)C2)c1cc(F)c(F)c(F)c1F | i | -2.0 | -0.62 |
| O=C(CSc1nc2c(sc3ccccc32)c(=O)n1CCc1ccccc1)NCc1ccco1 | i | 0.3 | -2.4 |
| Cc1cccc(C(=O)CC(=O)c2cc(Cl)ccc2O)c1 | i | -7.3 | -0.19 |
| Cc1ccc2nc(NC(=O)C3CCN(C(=O)c4ccc(F)cc4)CC3)sc2c1 | i | 3.7 | -1.2 |
| COc1ccc(CCNC(=O)C(=O)NCC2OCCN2C(=O)c2ccc(Cl)cc2)cc1 (stereo not given) | i | -0.9 | 0.41 |
| Cc1c(Cl)cccc1NC(=O)[C@@]1(CC(=O)O)CC(/C=C/c2ccccc2)=NO1 | i | -1.0 | 0.95 |
| O=C(COC(=O)Cc1n[nH]c(=O)c2ccccc12)Nc1c(Cl)cccc1C(F)(F)F | i | -0.8 | 0.77 |
| CSc1ccc(CNc2ccccn2)cc1 | i | -1.0 | -1.4 |

Among those listed so far, 3 contain a furan ring, fused or not:
| SMILES | KCNQ2 inh | STK33 inh | Kir21 inh |
| --- | --- | --- | --- |
| Cc1ccc(Cl)cc1N1CCN(C(=O)c2ccc(CS(=O)Cc3ccc(Cl)cc3)o2)CC1 (stereo not given) | i | -2.0 | -0.78 |
| CC(=O)c1c(C)n(CC(=O)NCc2ccco2)c2ccccc12 | i | 0.6 | -3.3 |
| O=C(CSc1nc2c(sc3ccccc32)c(=O)n1CCc1ccccc1)NCc1ccco1 | i | 0.3 | -2.4 |

The listing continues.
| SMILES | KCNQ2 inh | STK33 inh | Kir21 inh |
| --- | --- | --- | --- |
| CCc1ccc(NC(=O)C2CC=CCC2C(=O)O)cc1 (stereo not given) | i | -2.2 | -0.44 |
| COC(=O)c1sccc1NC(=O)CSc1ccccc1NS(=O)(=O)c1ccc(F)cc1 | i | -1.3 | -0.23 |
| CSc1nnc(C)c(=O)n1COC(=O)/C=C/c1ccc2c(c1)OCO2 | i | -1.8 | -0.23 |
| COCc1nnc(NC(=O)c2ccc(NC(=O)C(C)C)cc2)s1 | i | -0.9 | -1.4 |
| Cc1cccc(NC(=O)COC(=O)Cc2cccs2)c1C | i | · | 0.11 |
| Brc1ccc(-c2ccc(/C=N/Nc3nncc(-c4ccccc4)n3)o2)cc1 | i | -0.2 | -0.94 |
| CCCc1cc(=O)oc2c(CN3CCCC3)c(O)c(Cl)cc12 | i | 0.2 | 1.1 |
| CNC(=S)N1CCN(c2nc3ccccc3s2)CC1 | i | 0.1 | 0.7 |
| CCOc1ccc(Br)cc1CN(CC)CC | i | 0.5 | -1.6 |
| Cc1ccc(CS(=O)(=O)Cc2ccc(C(=O)NC3CC3)o2)cc1 | i | -0.8 | 1.7 |
| CC(C)(C)C(=O)N1CCN(c2ccc([N+](=O)[O-])c(NCc3cccnc3)c2)CC1 | i | -1.6 | -1.4 |
| O=C(O)c1ccccc1-c1nc(-c2ccccc2)c(-c2ccccc2)[nH]1 | i | -1.4 | 1.9 |
| CCOC(=O)CSc1nc(N2CCOCC2)c2c(c1C#N)CC(C(C)C)OC2 (stereo not given) | i | 1.4 | 0.06 |
| O=C(O)c1cc(N/N=C/c2cccnc2)ccc1Cl | i | -1.4 | 1.4 |
| C/C(=N\NC(=O)c1cc(Cl)ccc1O)c1ccc(Br)s1 | i | -0.4 | 0.58 |
| Cc1cc(=O)nc2c3ccccc3n(C(C)C(=O)Nc3c(F)c(F)c(F)c(F)c3F)n12 (stereo not given) | i | -1.1 | 0.43 |
| COc1cc(C(C)=O)ccc1OCC(=O)NCC1(N2CCCCC2)CCCCC1 | i | -0.6 | -0.26 |
| CC1CCCN(C(=O)C2CCC(CNc3c(N4CCCCC4)c(=O)c3=O)CC2)C1 (stereo not given) | i | -2.3 | -1.6 |
| Nc1nc(CSc2nnnn2-c2ccc(F)c(Cl)c2)nc(N2CCOCC2)n1 | i | 0.9 | -0.8 |
| COC(=O)C(COC(=O)c1c(F)cccc1F)NC(=O)c1c(F)cccc1F (stereo not given) | i | -1.9 | 1.5 |
| CCOC(=O)Cc1c(C)nc2c(-c3ccccc3)c[nH]n2c1=O | i | -3.3 | 0.63 |
| COc1ccc(Cl)cc1S(=O)(=O)N1CCC(O)(c2ccc(Cl)cc2)CC1 | i | -0.9 | 0.51 |
| COc1ccc(CNC(=O)C2CCN(S(=O)(=O)c3c(C)noc3/C=C/N(C)C)CC2)cc1 | i | 3.0 | 0.94 |
| CC(Oc1ccc(Cl)cc1Cl)C(=O)N(Cc1ccco1)C1CCS(=O)(=O)C1 (stereo not given) | i | -1.1 | -1.6 |
